# Screening data: PubChem, several laboratories
# hDAT+cocaine = modulates human dopamine transporter uptake under cocaine | Q01959 | LLC-PK1 hDAT cells, [14C]-dopamine uptake with cocaine IC80; actives deviate in either direction | B-score at 10 µM | 110,000 compounds, 1.3% hits | AID 449768;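 active = Z score or B-score, a plate-position-corrected score, falls beyond the plate's 99.7% confidence bounds, in either direction; inactive = both scores lie inside the 99.7% bounds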;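 also: scored against the spread of the other compound wells on the same plate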
# Target sequence (Q01959 whole entry, looked up): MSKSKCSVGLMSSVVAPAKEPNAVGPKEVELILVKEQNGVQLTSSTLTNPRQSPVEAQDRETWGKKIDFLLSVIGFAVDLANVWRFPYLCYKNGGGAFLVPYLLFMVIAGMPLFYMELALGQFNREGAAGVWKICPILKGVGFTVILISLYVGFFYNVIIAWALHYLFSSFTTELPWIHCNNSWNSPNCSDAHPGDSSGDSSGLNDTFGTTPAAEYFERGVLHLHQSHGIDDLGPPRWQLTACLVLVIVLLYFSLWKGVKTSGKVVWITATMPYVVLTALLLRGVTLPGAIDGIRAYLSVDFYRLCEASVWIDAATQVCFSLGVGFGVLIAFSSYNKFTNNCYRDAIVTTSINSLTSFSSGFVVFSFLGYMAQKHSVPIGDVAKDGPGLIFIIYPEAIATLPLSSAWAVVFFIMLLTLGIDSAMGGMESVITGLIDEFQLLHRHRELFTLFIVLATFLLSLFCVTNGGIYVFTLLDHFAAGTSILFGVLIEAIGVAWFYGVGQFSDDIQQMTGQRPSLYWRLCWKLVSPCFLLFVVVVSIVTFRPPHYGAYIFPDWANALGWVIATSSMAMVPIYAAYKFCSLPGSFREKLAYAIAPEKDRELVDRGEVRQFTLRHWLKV
# E coli WT exp = blocks growth of wild type E. coli BW25113. 98,000 compounds, 0.15% hits. growth inhibition, % at 100 µM. OD600 absorbance;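 active = growth inhibition above about 50% at one test dose, limit read from the data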;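 also: growth measured after 20 h incubation at 37 °C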
# Numbers without * were called inactive. The list is partial; rates above refer to the full screens.
SMILES,hDAT+cocaine,E coli WT exp
Cc1ccc(OCCCC(=O)Nc2ccc(S(=O)(=O)Nc3cc(C)on3)cc2)cc1,-1.9,13
COc1ccc(N2CCN(C(c3ccccc3OC)c3nnnn3C3CCCC3)CC2)cc1 (stereo not drawn),-0.34,-9
COc1ccc2[nH]c(=O)c(-c3noc(-c4ccc(F)cc4)n3)cc2c1,0.017,2
CC(C)OC(=O)C(C#N)c1nc2ccccc2nc1N1CCCC1 (stereo not drawn),0.039,1
CCOC(=O)c1c(NC(=O)c2ccc(Br)o2)sc2c1CCCC2,-0.15,-3
COc1ccc(C2CC(c3ccc(Cl)cc3Cl)Nc3nc(N)nn32)cc1OC (stereo not drawn),0.83,9
OC(COc1cccc2ccccc12)CN1CCN(c2ccccn2)CC1 (stereo not drawn),2.3,12
CCSc1nc2c(cnn2-c2ccc(C)cc2)c(=O)[nH]1,2,-4
O=C(NCc1ccccc1Cl)C1CCN(C(=O)c2sccc2-n2cccc2)CC1,-1.8,-13
COC(=O)C1=CN(CC2CCCO2)C=C(C(=O)OC)C1c1ccsc1 (stereo not drawn),0.085,1
CCOc1ccc(OCC)c(NC(=O)CN2CCN(c3cccc(C)c3C)CC2)c1,0.63,-18
Cc1c(C(=O)O)oc2ccc(S(=O)(=O)N3CCC(C)CC3)cc12,-0.84,-5
O=C(COC(=O)c1ccc(S(=O)(=O)NCc2ccco2)cc1)Nc1ccccc1OC(F)F,-1.8,-6
Cc1cccc(C)c1NC(=O)C(c1cccs1)N(Cc1ccco1)C(=O)Cn1nnc2ccccc21 (stereo not drawn),-0.26,-12
Cc1cc(NC(=O)C2COc3ccccc3O2)no1 (stereo not drawn),1.2,4
CN(C1CCCCC1)S(=O)(=O)c1ccc(Cl)c(C(=O)O)c1,-1.7,2
O=C(C1CC1)N1CCc2cc(Br)cc(S(=O)(=O)NCCN3CCOCC3)c21,0.19,-1
COc1cccc(C(=O)N(Cc2cc3cc(C)ccc3[nH]c2=O)CC2CCCO2)c1 (stereo not drawn),3*,-2
N#CCn1c(C2CCCCC2)nc2ccccc2c1=O,0.13,11
O=C(c1ccc2nc(N3CCOCC3)sc2c1)N1CCCC1,-0.38,2
CCNC(=O)c1c(C)nc2ccccn12,-0.55,6
Cc1cccc(C(=O)Nc2cc(=O)n(C)c(=O)n2C)c1,-0.095,0
CCN(CC)C(=O)c1cn(C)c(=O)c2cc(OC)c(OC)cc12,0.094,3
COc1ccc(-c2cc(C(F)(F)F)n3nc(C(=O)N4CCCC4)cc3n2)cc1,-0.0062,-9
COC1=C(OC)c2ccccc2C(C(=O)O)N/C1=C(/C)Nc1ccncc1 (stereo not drawn),0.74,-13
CCN(CCCNC(=O)CN1C(=O)COc2ccccc21)c1ccccc1,0.47,-5
O=C(O)c1ccc(CN2CCCCC2)o1,-0.18,-12
O=C(c1ccc(CNc2c(N3CCOCC3)c(=O)c2=O)cc1)N1CC=C(c2ccccc2)CC1,-1,9
CCC1(CC)C(=O)N=C2c3ccccc3C(=O)N21,-0.0096,4
CCn1cc(C(=O)NCc2ccco2)c(=O)c2cc(F)c(N3CCN(C(=O)c4ccco4)CC3)cc21,0.32,90*

# Random excerpt: five entries already listed, in no set order.
SMILES,hDAT+cocaine,E coli WT exp
O=C(O)c1ccc(CN2CCCCC2)o1,-0.18,-12
Cc1cc(NC(=O)C2COc3ccccc3O2)no1 (stereo not drawn),1.2,4
COc1ccc(N2CCN(C(c3ccccc3OC)c3nnnn3C3CCCC3)CC2)cc1 (stereo not drawn),-0.34,-9
CCN(CCCNC(=O)CN1C(=O)COc2ccccc21)c1ccccc1,0.47,-5
OC(COc1cccc2ccccc12)CN1CCN(c2ccccn2)CC1 (stereo not drawn),2.3,12

# (more compounds)
SMILES,hDAT+cocaine,E coli WT exp
CC1(C)CC(=O)c2cc(OCC(=O)N3CCN(c4ccccc4F)CC3)ccc2O1,0.23,2
CCCC(=O)NCCSC,-0.75,-15
O=C(O)c1cc(-c2ccco2)nc2ccc(Br)cc12,-0.22,-1
CCSc1nnc(NC(=O)C(CC)Oc2ccccc2)s1 (stereo not drawn),-0.57,-1
CCOc1ccc(C2C(C#N)=C(N)Oc3n[nH]c(C)c32)cc1OC(=O)C1CC1 (stereo not drawn),-1.1,-4
CCc1ccc2[nH]c(=O)c(CN(Cc3nnnn3C3CCCC3)C3CCCCC3)cc2c1,0.98,-7
CCN(CC)c1ncnc2sc(C(=O)N3CCN(c4ccc(OC)cc4)CC3)c(C)c12,0.96,2
O=c1c2cc(N3CCOCC3)ccc2[nH]c(=S)n1CCN1CCCC1,0.33,-2
CC(=O)Nn1c(C)nnc1-n1nc(C)cc1C,0.37,-8
CCOCCCNC(=O)C1CCC(CNS(=O)(=O)c2cccc3nsnc23)CC1 (stereo not drawn),-1.8,-2
Cc1cc(C(=O)Nc2cc(C)n(Cc3ccc(Cl)cc3)n2)no1,0.12,4
COc1ccc(S(=O)(=O)Nc2cc(C)c(O)c(S(=O)(=O)c3ccccc3)c2)cc1,0.25,7
O=C(c1c(F)cccc1F)N1CCN(c2cccc(C(F)(F)F)c2)CC1,-1,-6
CC(=O)Nc1ccc(S(=O)(=O)N2CCN(CCC#N)CC2)cc1,0.009,10
O=C(CSc1nnc(Cn2c(=O)sc3ccccc32)n1-c1ccccc1)N1CCCCCC1,-0.72,-4
O=C(c1ccc2c(c1)OCO2)N(c1ccc(Cl)cc1)C1C=CS(=O)(=O)C1 (stereo not drawn),-0.051,0
CC1Cc2ccccc2N1C(=O)C1CCCN1S(=O)(=O)c1ccc(Cl)cc1 (stereo not drawn),-0.36,-1
CCOC(=O)c1cnn(-c2nc(-c3ccccc3)nc3c2COC(C)(C)C3)c1N,0.19,-6
CN1CCN(C(=O)c2ccc3c(c2)N(Cc2ccc(Cl)cc2)C(=O)c2ccccc2S3=O)CC1 (stereo not drawn),-0.34,-4
COc1ccc(N=c2scc(-c3ccc(S(=O)(=O)N4CCOCC4)cc3)n2CCCO)cc1,-0.042,-15
CC1CCN(C(=O)CSc2nnc(Cc3cccn3C)n2-c2ccc(F)cc2)CC1,0.26,6
Cn1c(Cn2c(=O)sc3ccccc32)nnc1SCC(=O)Nc1cccc(Cl)c1,-0.74,0
O=C(CN(c1ccc(F)cc1)S(=O)(=O)c1ccc2c(c1)OCCO2)N1CCOCC1,-0.75,3
COc1ccc(C2CCCN2C(=O)Nc2cccc(C(C)=O)c2)cc1OC (stereo not drawn),0.33,-2
CCOC(=O)C1CCN(C(=O)Cc2c(C(=O)O)n(CC)c3ccccc23)CC1,-0.53,8
CCCn1c(C2CC(=O)N(c3cc(OC)ccc3OC)C2)nc2ccccc21 (stereo not drawn),0.92,4
CC(=O)N1CCc2cc(S(=O)(=O)NCCC(=O)Nc3cccc(C)c3)ccc21,0.045,-6
COc1ccc(-n2c(N3CCN(C)CC3)nc3sc4c(c3c2=O)CCCCC4)cc1,3.2,-1
O=S(=O)(c1ccc(F)cc1)N1CCN(CC(O)COCc2cccs2)CC1 (stereo not drawn),-0.15,6
COc1ccc2c(c1)CC(C1(O)C(=O)N(C)c3ccccc31)C2=O (stereo not drawn),-1.2,7
COC(=O)C(NC(C)=O)(Nc1ccc(Br)cn1)C(F)(F)F (stereo not drawn),0.18,10
Cc1cccc2nc(Cn3c(=O)n(CCC(=O)NCc4ccco4)c(=O)c4sccc43)cc(=O)n12,0.039,-3
c1csc(-c2cnc3ccccc3n2)c1,-0.0099,5
Cc1cc(SCC(=O)c2ccccc2)n2nc(C)nc2n1,-0.35,-6
CNc1nc2sc3c(c2c(=O)n1C)CC(C)(C)SC3,2,6
O=C(Nc1nc(-c2ccc3c(c2)OCO3)cs1)C1CC1,-0.6,4
Clc1c(-c2nnc3n2CCCCC3)sc2ccccc12,0.41,6
CC1(C)Cc2c(sc3c2c(=N)n(Cc2ccco2)c(=O)n3CC(=O)Nc2cccc(Cl)c2)CO1,-0.0088,-15
CCN(CC)CCN1C(=O)C(=O)/C(=C(/O)c2c(C)[nH]c(C(=O)OC)c2C)C1c1cccc(OC)c1 (stereo not drawn),-0.79,-2
C=CCSc1nc2nc(C)cc(C)n2n1,0.96,-5
C=CCNc1sc(C(=O)c2cccs2)c(N)c1C#N,-0.18,-8
COc1cccc(NC(=O)Cn2nnc(-c3ccccc3N)n2)c1,0.79,10
CC(=O)c1cccc(NC(=O)CCS(=O)(=O)c2cccc3nonc23)c1,-0.24,6
Cc1cc(C2C(=O)C(C(=O)c3ccc(Cl)cc3)C(=O)CC2(C)C)on1 (stereo not drawn),-1.8,-12
CC(C)CCNc1cc(=O)n(C)c(=O)n1C,0.58,7
CC(C)(C)C(=O)NC1CCN(S(=O)(=O)c2cccc(C(F)(F)F)c2)CC1,-0.91,-9
COc1ccc(N2C(=O)CC(Sc3nnc(-c4ccccc4)o3)C2=O)cc1 (stereo not drawn),0.0069,5
Cc1nonc1NC(=O)CSc1nc2cc(Cl)ccc2c2c1CCCC2,0.63,-11
CCOC(=O)C1=C(C)N(CCO)C(=O)NC1c1ccccc1 (stereo not drawn),-0.05,6
CCOc1ccc(C2CC(c3cccc(OC)c3)n3nc(N)nc3N2)cc1 (stereo not drawn),1.1,-1
# Other results follow:
SMILES,hDAT+cocaine,E coli WT exp
Cn1c(=O)n(C)c2cc(S(=O)(=O)NCCc3ccccc3)ccc21,0.014,-2
Cc1nc(SCC(C)C)[nH]c(=O)c1Cc1ccccc1,0.12,7
O=S(=O)(NCCc1ccccn1)c1ccc(F)c(F)c1,0.99,9
O=S(=O)(Nc1ccc(Cl)c(C(F)(F)F)c1)c1cnc[nH]1,-0.056,6
O=C(NCc1ccco1)c1cnc2ccccn2c1=O,0.48,8
CCOC(=O)C1CCCN(Cc2ccccc2C)C1 (stereo not drawn),0.034,5
Cc1cccc(N(C)C(=O)CCS(=O)(=O)c2cccc3nonc23)c1,0.5,3
Cc1ccc(S(=O)(=O)Nc2ccc(C(=O)Nc3cc(C)on3)cc2)cc1,-0.34,-5
COC(=O)CNc1nc(-c2cccnc2)nc2ccccc12,0.53,1
COc1ccc(NC(=O)C(c2ccccc2)N(C)C(=O)c2cnccn2)cc1 (stereo not drawn),0.78,8
O=C(NCc1ccccn1)C1CCN(S(=O)(=O)c2cnc[nH]2)CC1,-0.26,2
CCc1nc(NCc2ccccn2)c2oc3ccccc3c2n1,0.56,3
O=C(OC(C(=O)NCc1ccc2c(c1)OCO2)c1ccc(Cl)cc1)c1ccco1 (stereo not drawn),-0.39,-6
CCOC(=O)C1=C(N)OC2=C(C(=O)CCC2)C1c1cccs1 (stereo not drawn),0.093,7
O=C(Cn1cc2c(n1)CCCCC2)NC1CCCCCC1,1.3,-6
O=C1c2ccccc2-c2ncnc3c(N4CCOCC4)cc(N4CCOCC4)c1c23,0.033,0
CC(=O)C1=C(O)C(=O)N(c2cc(C(C)(C)C)on2)C1c1ccc(Br)cc1 (stereo not drawn),0.59,-15
O=C1CC(=O)CC(c2ccccc2Cl)C1,-1.5,-11
O=C(c1ccccc1Cl)N1CCC(c2nc3c(nnn3Cc3ccco3)c(=O)[nH]2)CC1,2.3,0
Cc1cc(Nc2cccc(F)c2)n2nc(C)nc2n1,0.35,-4

# 6 compounds already listed, ordered by their value in hDAT+cocaine, falling:
SMILES	hDAT+cocaine
O=C(Cn1cc2c(n1)CCCCC2)NC1CCCCCC1	1.3
CC(=O)C1=C(O)C(=O)N(c2cc(C(C)(C)C)on2)C1c1ccc(Br)cc1 (stereo not drawn)	0.59
CCc1nc(NCc2ccccn2)c2oc3ccccc3c2n1	0.56
CCOC(=O)C1=C(N)OC2=C(C(=O)CCC2)C1c1cccs1 (stereo not drawn)	0.093
O=C1c2ccccc2-c2ncnc3c(N4CCOCC4)cc(N4CCOCC4)c1c23	0.033
O=C(OC(C(=O)NCc1ccc2c(c1)OCO2)c1ccc(Cl)cc1)c1ccco1 (stereo not drawn)	-0.39

# Returning to the listing; the 2 compounds before the break are reprinted first.
SMILES,hDAT+cocaine,E coli WT exp
O=C(c1ccccc1Cl)N1CCC(c2nc3c(nnn3Cc3ccco3)c(=O)[nH]2)CC1,2.3,0
Cc1cc(Nc2cccc(F)c2)n2nc(C)nc2n1,0.35,-4
O=C(CSc1nc2ccccc2n1CC(=O)N1CCCC1)Nc1ccc2c(c1)OCO2,0.48,-8
CCOC(=O)c1cccc(NC(=O)CSc2nc3ccccc3c(=O)n2CCOC)c1,0.0035,1
O=C(NC(Cc1ccccc1)C(=O)OCC(=O)N1CCc2ccccc21)c1ccco1 (stereo not drawn),-0.032,-1
COc1cc(C(=O)NCCC2=CCCCC2)cc(OC)c1OC,-0.051,8
CCn1cc(SCC(=O)NCc2ccc3c(c2)OCO3)c2ccccc21,-0.049,4
CC(=O)N1CCN(CC(=O)Nc2c(Cl)cc(Cl)cc2Cl)CC1,0.45,7
CCc1ccc(C2CC(c3ccc(C)cc3)Nc3nc(N)nn32)cc1 (stereo not drawn),-2.5*,-6
CN(C)C(=O)N1CCC(C(=O)NCc2ccc(F)cc2Cl)CC1,-0.084,-4
CSc1nc(C)cc(OCCNS(=O)(=O)c2cc(C)ccc2C)n1,-0.044,10
CC1CCCC(NC(=O)c2ccc3c(c2)N(Cc2ccccc2)C(=O)CS3=O)C1C (stereo not drawn),0.23,9
CCCSc1nnc(-c2ccccc2N)c(=O)[nH]1,-0.00033,-12
NC(=O)c1c(NC(=O)CSc2nnc(-c3ccco3)n2-c2ccccc2)sc2c1CCC2,1.4,-10
COc1ccccc1N1CCN(CCc2n[nH]c(=S)n2-c2ccccc2)CC1,-0.38,0
CCOc1ccc(-c2nnn(CC(=O)N3CCN(c4ccc(OC)cc4)CC3)n2)cc1OCC,-0.87,6
CCOc1ccccc1-c1nn2c(Cc3ccccc3)nnc2s1,1,-9
CNc1nc(-c2ccc(Cl)cc2)cs1,-0.013,7
O=C(Nc1ccccn1)c1ccc(NC(=O)c2ccco2)cc1,0.12,-21
COc1cccc(CNC(=O)C2CCCN(S(C)(=O)=O)C2)c1 (stereo not drawn),-1.2,7
O=C(CCc1nc2ccccc2[nH]1)NC1CCCCC1,-0.099,-3

# Marked active in hDAT+cocaine, of those listed so far:
mol,hDAT+cocaine
COc1cccc(C(=O)N(Cc2cc3cc(C)ccc3[nH]c2=O)CC2CCCO2)c1 (stereo not drawn),3*
CCc1ccc(C2CC(c3ccc(C)cc3)Nc3nc(N)nn32)cc1 (stereo not drawn),-2.5*
